Lipid storage S3 = qHTS Assay for Lipid Storage Modulators in Drosophila S3 Cells; Drosophila S3 cells, BODIPY lipid droplet fluorescence, 18-24 h; cells fed with added oleic acid; lipid storage change, negative = inhibition, % at the top dose, mostly 46.1 µM; hits show Potency in µM; hit rate 0.64% among 320,000; active = well fitted inhibition curve with a large enough effect in the signal ratio, with a control signal flat, not every such curve was filed as active; inconclusive = small, poorly fitted or top-dose-only effect, or effect the other way, or a change in a side signal; the % refers to the signal ratio
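Drosophila S3 cells got compounds at several concentrations plus oleic acid (400 uM solution). Laser-scanning cytometry with 488 nm excitation read lipid droplets at 500-530 nm and cells at 575-640 nm. Percent activity was relative to 20 uM Triacsin C.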
Lipid storage S3 cell count max = also measured in Lipid storage S3; calls as there; cell number change, %; measured here: cell count max response;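 cells counted by Cell Tracker Red CMTPX staining in the red channel; peak over a dose series mostly up to 46.1 µM; percent activity relative to internal control wells on each plate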
The depositor's hits bear a star; i = inactive; ? = inconclusive; nt = not tested or not shown; [ ] = dose if it differs, or a comment. % is set by controls: 0 for no effect and ±100 for the full control effect; potency is the fitted concentration of half-maximal effect. A portion of the library; rates above refer to the full screens.

SMILES	Lipid storage S3	Lipid storage S3 cell count max
O=C1C2C3C=CC(C3)C2C(=O)N1c1n[nH]c(CCc2ccccc2)n1 (stereo not given)	?	nt
Cc1ccc(C(=O)NCCNc2nc3cc(C)c(C)cc3cc2C)cc1	2%	nt
O=C(COC(=O)c1ccc([N+](=O)[O-])s1)NC(c1ccccc1)c1ccccc1	?	nt
O=C(Nc1ccc(Nc2ccccc2)cc1)C1CC1	?	nt
O=C(O)c1cccc(S(=O)(=O)Nc2cccc(S(=O)(=O)Nc3ccc(Br)cc3)c2)c1	?	nt
CN(C)S(=O)(=O)Oc1ccccc1C(=O)Nc1ccccc1Cl	?	nt
COc1cccc(CSCC(=O)NCCc2ccccc2)c1OC	10%	-6
Cn1c(=O)n(CCCOc2ccc(Br)cc2)c2ccccc21	?	nt
Cc1ccc(S(=O)(=O)Nc2ccc(Cl)cc2C(=O)c2ccccc2)cc1	-13%	-1
O=C1OC(Cc2ccccn2)C(O)=C1C1=NCCCN1 (stereo not given)	?	nt
CN(C)CCNC(=S)NC1CCCCC1	16%	1
Cc1nc(OCc2c(C)noc2C)c2ccccc2n1	?	nt
COC(=O)Cn1c(=NC(=O)c2ccc(S(=O)(=O)N3CCc4ccccc4C3)cc2)sc2cc(OC)ccc21	?	nt
O=C1CSC(=S)N1c1ccc(F)cc1	-2%	nt
Cc1ccc(Cn2c(SCC(=O)N/N=C/c3ccc(C)o3)nc3ccccc32)cc1	?	nt
Cc1ccccc1NC(=S)NCCC(c1ccccc1)c1ccccc1	-15%	-24
COc1cccc(C2/C(=C(/O)c3cnn(-c4ccccc4)c3C)C(=O)C(=O)N2CCN(C)C)c1 (stereo not given)	0%	10
Cc1[nH][nH]c(=O)c1C(c1ccc(-c2ccc(Cl)cc2Cl)o1)c1c(C)[nH][nH]c1=O	?	nt
O=C(N1CCN(c2ccccc2)CC1)C12CC3CC(CC(C3)C1)C2	19%	5
COC(=O)c1nn(-c2ccccc2)c(=O)cc1O	?	nt
CN(C1CCCCC1)S(=O)(=O)Cc1ccccc1	11%	11
COC(=O)c1ccccc1NC(=O)CN1CCC(n2nnc3cc(C(F)(F)F)ccc32)CC1	i	-8
CC(C)NS(=O)(=O)c1ccc(CCC(=O)N2CCOCC2)cc1	i	-15
Brc1cnc2nc(SCc3nc4ccccc4[nH]3)[nH]c2c1	-1%	13
O=C(CSc1nnnn1-c1ccc2c(c1)OCCO2)N1CCc2ccccc21	13%	3
SMILES	Lipid storage S3	Lipid storage S3 cell count max
O=c1c2cc(Br)ccc2[nH]c(=S)n1Cc1cccnc1	?	nt
Nc1ccccc1OCCOCCOCCOc1ccccc1N	?	nt
Nc1cc(OC(=O)c2ccc(F)cc2)nn1S(=O)(=O)c1ccc(F)cc1	?	nt
O=C(NCc1ccccc1)NC(=O)c1ccccc1	?	nt
Cc1ccc(C)c(OCCC(=O)Nc2cccc(S(=O)(=O)NC3=NCCCCC3)c2)c1	?	nt
C=CCNC(=S)N1CCN(CCN=CC2=C(O)CC(c3ccco3)CC2=O)CC1 (stereo not given)	i	14
COc1ccc(S(=O)(=O)N2CN3CCN(C3)C2)cc1OC	?	nt
O=C(OCc1c(Cl)cccc1Cl)c1cccnc1	?	nt
COc1ccc(C(C(=O)NC2CCCC2)N(Cc2ccccc2)C(=O)CNC(=O)c2ccco2)cc1 (stereo not given)	i	nt
S=C1NC[C@H](c2ccccc2)N1CC1CCCCC1	-2%	2
CC(C)(C)c1ccc(CNc2cc(N3CCOCC3)ccc2[N+](=O)[O-])cc1	-8%	-19
Cc1cc(NC(=O)c2ccc(Cl)c([N+](=O)[O-])c2)no1	?	nt
Cc1ccc(N2C(=O)C3C4C=CC(CC4)C3C2=O)cc1[N+](=O)[O-] (stereo not given)	-18%	-1
COc1ccc(NC(=S)Nc2ccc3cn[nH]c3c2)cc1	2%	16
O=C(NC(Cc1c[nH]c2ccccc12)c1nnc2n1CCCCC2)c1ccc(Cl)cc1 (stereo not given)	8%	-1
CN(C(=O)c1ccc(-c2nn(C)c(=O)c3ccccc23)cc1)c1ccccc1	?	nt
CN1c2ccc(Cl)cc2C(=O)NC1c1ccc([N+](=O)[O-])s1 (stereo not given)	3%	-15
C/C(=N\N1CCN(c2ccccc2)CC1)c1cccs1	?	nt
O=C(CSc1nnc(-c2ccc(OC(F)F)cc2)o1)N1CCOCC1	?	nt
CCOc1ccc(NC(=O)C(C)Oc2ccccc2C(=O)Nc2ccc(C)c(Cl)c2)cc1 (stereo not given)	i	2
Cc1c(Cl)cnc(NC(=O)COC(=O)c2ccc([N+](=O)[O-])s2)c1Cl	7%	3
Cc1cnc(CN(C)Cc2c(C(=O)N3CCc4ccccc4C3)nc3ccc(Cl)cn23)[nH]1	?	nt
O=C(NC1(C(F)(F)F)NC(=O)N(C2CCCCC2)C1=O)C1CC1 (stereo not given)	-16%	-4
O=C1NC(c2ccc(-c3ccccc3[N+](=O)[O-])o2)C(C(=O)c2ccc(Cl)cc2)C(O)(C(F)(F)F)N1 (stereo not given)	?	nt
CCOc1ccc(-c2cc3nc(C4CCN(C(=O)OC(C)(C)C)CC4)c(C(=O)O)cn3n2)cc1	?	nt

Quoted from above for reference:
SMILES	Lipid storage S3	Lipid storage S3 cell count max
O=C1C2C3C=CC(C3)C2C(=O)N1c1n[nH]c(CCc2ccccc2)n1 (stereo not given)	?	nt
Cc1ccc(C(=O)NCCNc2nc3cc(C)c(C)cc3cc2C)cc1	2%	nt
O=C(COC(=O)c1ccc([N+](=O)[O-])s1)NC(c1ccccc1)c1ccccc1	?	nt
O=C(Nc1ccc(Nc2ccccc2)cc1)C1CC1	?	nt
O=C(O)c1cccc(S(=O)(=O)Nc2cccc(S(=O)(=O)Nc3ccc(Br)cc3)c2)c1	?	nt
CN(C)S(=O)(=O)Oc1ccccc1C(=O)Nc1ccccc1Cl	?	nt
COc1cccc(CSCC(=O)NCCc2ccccc2)c1OC	10%	-6
Cn1c(=O)n(CCCOc2ccc(Br)cc2)c2ccccc21	?	nt
Cc1ccc(S(=O)(=O)Nc2ccc(Cl)cc2C(=O)c2ccccc2)cc1	-13%	-1
O=C1OC(Cc2ccccn2)C(O)=C1C1=NCCCN1 (stereo not given)	?	nt
CN(C)CCNC(=S)NC1CCCCC1	16%	1
Cc1nc(OCc2c(C)noc2C)c2ccccc2n1	?	nt
COC(=O)Cn1c(=NC(=O)c2ccc(S(=O)(=O)N3CCc4ccccc4C3)cc2)sc2cc(OC)ccc21	?	nt
O=C1CSC(=S)N1c1ccc(F)cc1	-2%	nt
Cc1ccc(Cn2c(SCC(=O)N/N=C/c3ccc(C)o3)nc3ccccc32)cc1	?	nt
Cc1ccccc1NC(=S)NCCC(c1ccccc1)c1ccccc1	-15%	-24

The listing continues.
SMILES	Lipid storage S3	Lipid storage S3 cell count max
COc1ccc(/C=C2\SC(=S)N(CC(=O)N3CCN(C)CC3)C2=O)cc1	-29%	-15
CC(=O)N1CCc2c(sc(NC(=O)CCS(=O)(=O)c3ccccc3)c2C#N)C1	?	nt
O=C(COC(=O)c1cccc(Cl)c1)NC1CCCCCCC1	18%	3
NS(=O)(=O)c1ccc(NC(=S)NCC2CCCO2)cc1 (stereo not given)	?	nt
O=C(O)/C=C/C(=O)NC1CCCCC1	?	nt
CCS(=O)(=O)N1CCN(c2ccc(C(=O)NC3C4CC5CC(C4)CC3C5)cc2[N+](=O)[O-])CC1 (stereo not given)	?	nt
O=C(CCCn1c(=O)[nH]c2cc(Cl)ccc2c1=O)NCCCN1CCN(c2ccc(F)cc2)CC1	-8%	-17
Cc1cc(N2CCOCC2)n2ncc(-c3ccc(Cl)cc3)c2n1	14%	-1
CC(C)OC(=O)C1=C2SCC(=O)N2C(N)=C(C#N)C1	?	nt
CCCN(CCC)C(=O)Cn1c(=O)c2ccccc2n2c(=S)sc(-c3ccccc3C)c12	?	nt
COC(=O)C(CCCCN1C(=O)C2C3C=CC(C3)C2C1=O)N1C(=O)C2C3C=CC(C3)C2C1=O (stereo not given)	23%	18
Cc1cc(=O)oc2c(C)c(OCC(=O)Nc3cccnc3)ccc12	2%	-1
O=C(COC(=O)c1ccc(Br)o1)NCCNC(=O)COC(=O)c1ccc(Br)o1	?	nt
Clc1cccc(Cl)c1Cn1nnc(-c2cccs2)n1	0%	-8
Cc1cccc(NC(=O)COC(=O)c2n[nH]c3ccccc23)c1C	?	nt
Cn1c(SCC(=O)Nc2ccc(Br)cn2)nnc1C1CC1	-14%	-3
CC1CCN(C(=O)c2[nH]cnc2C(=O)NCc2ccc(CNC(=O)OC(C)(C)C)cc2)CC1	11%	11
O=S(=O)(c1ccc2c(c1)OCCO2)N1CCN(c2nc(-c3cccnc3)nc3ccccc23)CC1	?	nt
CN(C)c1nc2n(c(=O)n1)CCS2	?	nt
c1ccc(Cc2nnc3n2N=C(c2ccccc2)CS3)cc1	?	nt
CC1(C)CC(=O)N(CC(=O)N2CCN(c3ncccn3)CC2)c2ccccc2S1(=O)=O	?	nt
O=[N+]([O-])c1cccc(/C=N/Nc2nc(NCc3ccccc3)nc(N3CCOCC3)n2)c1	?	nt
CSCCC(NC(=O)c1ccc(Br)cc1)C(=O)O (stereo not given)	?	nt
O=c1o[nH]c(-c2ccccc2)c1C=Nc1ccc(Cl)cc1	-19%	-6
CCOc1ccccc1N1CCN(C(=O)c2cccc(S(=O)(=O)N3CCOCC3)c2)CC1	?	nt
SMILES	Lipid storage S3	Lipid storage S3 cell count max
O=c1oc2c3c4c(cc2c2c1CCC2)OCCN4CCC3	?	nt
CC1CCc2sc3nc(NCc4ccco4)n4ncnc4c3c2C1 (stereo not given)	?	nt
O=C(Nc1ccc(Cl)c(Cl)c1)Nc1nnc(CC2=CCCCC2)s1	?	nt
COC(=O)Cn1c(C(F)(F)F)nc2ccccc21	-2%	-24
N#Cc1ccc(CSc2nnc(Nc3ccccc3)s2)cc1	?	nt
CC(=O)N1CCN(C(=O)c2cccc(S(=O)(=O)N3CCOCC3)c2)CC1	?	nt
CC(=O)Nc1cccc(C(=O)OCC(=O)NC(C)c2ccc(F)cc2)c1 (stereo not given)	5%	15
Clc1ccc(-c2csc(N/N=C/c3cccnc3)n2)c(Cl)c1	?	nt
CC(=O)c1ccc(-c2ccc([C@H]3[C@@H]4C=CCC[C@@]4(C)C(=O)N3Cc3ccccc3)c(F)c2)cc1	0%	-1
O=C(CNC(=O)c1ccccc1)N/N=C/c1ccc([N+](=O)[O-])s1	?	nt
CCCC(=NCc1ccccc1)C1=C(O)C(C(=O)OC)C(C)(C)CC1=O (stereo not given)	?	nt
COc1ccc(C)cc1NC(=O)CN(Cc1nnc(-c2ccc(Cl)cc2)o1)C1CCCC1	?	nt
Cc1ccc(C)c(SCC(=O)NNC(=O)c2csc(N3CCOCC3)n2)c1	i[0.369 µM]	12
CCCN(CC(=O)Nc1ccccc1C)C(=O)C1CCN(S(=O)(=O)c2ccccc2C(F)(F)F)CC1	?	nt
O=C(Cn1c(=O)oc2cc(S(=O)(=O)N3CCCC3)ccc21)Nc1ccccc1Br	?	nt
COc1ccc(-c2ccccc2)cc1NCc1ccccc1C	?	nt
CCCC(=O)c1ccc(N2CCCCC2)c(F)c1	-10%	-12
Cc1ccc(C)c(C2=CSC3=NCCN23)c1	16%	-17
CCc1nnc(NC(=O)OCc2ccccc2)s1	i	nt
O=C(NC1CCCC1)C(c1cc2c(cc1[N+](=O)[O-])OCO2)N1CCCC1 (stereo not given)	?	nt
COc1ccc(COCC(O)CN(Cc2ccco2)Cc2ccccc2O)cc1 (stereo not given)	17%	2
C=CCn1nnnc1SCC(=O)Nc1cccc(C(F)(F)F)c1	?	nt
CCOC(=O)c1sc(NC(=O)c2ccco2)nc1C	3%	12
COc1ccc(C(=O)N/C(=C/c2cccnc2)C(=O)N2CCOCC2)cc1OC	10%	10
O=C(Oc1ccc2cccc(OC(=O)N3CCOCC3)c2c1)N1CCOCC1	i	-26
SMILES	Lipid storage S3	Lipid storage S3 cell count max
COc1ccc(-c2c(C)nn3c(C)cc(C)nc23)cc1	-12%	-4
CN(C(=O)COc1ccc(Cl)cc1)C1(C)CCS(=O)(=O)C1 (stereo not given)	i	13
Cc1c(O)c(=O)ccn1Cc1ccccc1	-11%	nt
Cc1cc(N2CCOCC2)ccc1/C=C1\NC(=O)N(Cc2ccccc2)C1=O	?	nt
O=C(Cn1nc(-c2cccc(Cl)c2)ccc1=O)NCC1COCCO1 (stereo not given)	i[0.0737 µM]	11
O=C(NCC(=O)N(Cc1ccc(F)cc1)C(C(=O)NCC1CCCO1)c1ccccc1)c1ccco1 (stereo not given)	-19%	13
Cc1ccccc1-n1ncc(C(C)NS(=O)(=O)c2ccccc2Cl)c1C (stereo not given)	?	nt
COc1cnc(-c2ccccn2)nc1Oc1cccc(C(F)(F)F)c1	?	nt
CCOC(=O)N1CCC(NC(=O)c2ccc(N3CCC4(CC3)OCCO4)c([N+](=O)[O-])c2)CC1	5%	0
CC(=O)Nc1ccc(S(=O)(=O)NNC(=O)c2cccc3ccccc23)cc1	i	nt
CCOC(=O)C1NN=C(C(=O)c2ccccc2)C1c1ccc(OC)cc1 (stereo not given)	1%	9
COc1ccc(CC(=O)Nc2ccc(-c3noc(-c4ccccc4OC)n3)cc2)cc1	?	nt
O=C(O)c1ccc2cccc(O)c2n1	-6%	14
CCOC(=O)c1c(-c2ccccc2)csc1NC(=O)c1nn(CC)cc1Br	i	-24
CCOCCCNC(=O)C(c1ccc(OC)cc1)N(Cc1cccs1)C(=O)c1ccccn1 (stereo not given)	?	nt
CCCCCCCCc1nc(=S)[nH][nH]1	1%	-6

One compound at a time, from the list above. Order of values: Lipid storage S3	Lipid storage S3 cell count max
Results for Brc1cnc2nc(SCc3nc4ccccc4[nH]3)[nH]c2c1 = -1%	13
Results for CN(C(=O)COc1ccc(Cl)cc1)C1(C)CCS(=O)(=O)C1 (stereo not given) = i	13

Source: PubChem BioAssay (National Center for Advancing Translational Sciences (NCATS))
